PRMT1 FP inh = inhibitors of human PRMT1. recombinant PRMT1, activity-based probe fluorescence polarization. inhibition, % at 2.79 µM. 370,000 tested, 1.3% active. AID 652257;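 active means inhibition above about 21% made by adding two undisclosed values, limit read from the data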
TCR CD3 inh = blocks the human TCR-CD3 interaction | 360,000 tested, 0.37% active | TAMRA-labeled TCR probe fluorescence, biochemical | inhibition, % at 9.4 µM | AID 651800; in the data active means inhibition above about 19%;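 further: recombinant mutant TCR 2C K166C tagged with TAMRA read by polarization; 0% = receptor in buffer alone and 100% = receptor with positive control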
PG9 Ab binder = PG9 antibody binding by small molecule; inhibition, % at 6.7 µM; TR-FRET gp120-PG9 antibody binding; 360,000 tested, 0.43% active; in the data active means inhibition above about 8.5%
NR1D1 modulator = modulates human Rev-erb alpha binding to DNA; P20393; Rev-erbα–FITC-DNA binding, fluorescence polarization, 90 min; activity, % at 10 µM; 370,000 tested, 0.79% active; AID 1259318;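 active means activity above about 14%, limit read from the data; passing the limit was not always enough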;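 further: 0% = DMSO wells with 35 nM protein and 100% = DMSO wells with 750 nM protein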
Target sequence (P20393 whole entry, looked up): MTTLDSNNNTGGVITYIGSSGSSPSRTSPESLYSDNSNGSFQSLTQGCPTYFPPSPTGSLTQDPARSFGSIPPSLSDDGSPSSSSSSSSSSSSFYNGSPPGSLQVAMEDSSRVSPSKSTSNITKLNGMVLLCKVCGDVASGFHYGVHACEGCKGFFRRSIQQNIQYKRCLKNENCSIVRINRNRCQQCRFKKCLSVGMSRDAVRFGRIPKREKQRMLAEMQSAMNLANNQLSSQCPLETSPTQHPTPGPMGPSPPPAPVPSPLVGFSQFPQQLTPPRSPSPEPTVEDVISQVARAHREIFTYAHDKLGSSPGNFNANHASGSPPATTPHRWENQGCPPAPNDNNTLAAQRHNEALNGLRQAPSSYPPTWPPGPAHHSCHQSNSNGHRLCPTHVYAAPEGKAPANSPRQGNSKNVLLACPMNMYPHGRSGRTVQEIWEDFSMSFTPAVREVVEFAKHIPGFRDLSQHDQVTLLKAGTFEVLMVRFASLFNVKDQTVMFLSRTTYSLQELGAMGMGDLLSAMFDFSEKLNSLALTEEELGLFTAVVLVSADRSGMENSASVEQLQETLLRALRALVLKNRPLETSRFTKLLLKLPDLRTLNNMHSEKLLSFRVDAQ
HTRA1 inh = HTRA1 (human) protease inhibition; recombinant HTRA1, FP-rhodamine activity-based probe, fluorescence polarization; inhibition, % at 5.96 µM; 340,000 tested, 0.5% active; AID 504803; in the data active means inhibition above about 36%;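 further: 0% = enzyme with DMSO and 100% = wells lacking enzyme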
MBD2 DNA inh = blocks human MBD2 binding to methylated DNA; 370,000 tested, 0.31% active; TR-FRET, MBD2 binding to methylated oligonucleotide; inhibition, % at 4.4 µM; Q9UBB5; in the data active means inhibition above about 13%
Target sequence (Q9UBB5 whole entry, looked up): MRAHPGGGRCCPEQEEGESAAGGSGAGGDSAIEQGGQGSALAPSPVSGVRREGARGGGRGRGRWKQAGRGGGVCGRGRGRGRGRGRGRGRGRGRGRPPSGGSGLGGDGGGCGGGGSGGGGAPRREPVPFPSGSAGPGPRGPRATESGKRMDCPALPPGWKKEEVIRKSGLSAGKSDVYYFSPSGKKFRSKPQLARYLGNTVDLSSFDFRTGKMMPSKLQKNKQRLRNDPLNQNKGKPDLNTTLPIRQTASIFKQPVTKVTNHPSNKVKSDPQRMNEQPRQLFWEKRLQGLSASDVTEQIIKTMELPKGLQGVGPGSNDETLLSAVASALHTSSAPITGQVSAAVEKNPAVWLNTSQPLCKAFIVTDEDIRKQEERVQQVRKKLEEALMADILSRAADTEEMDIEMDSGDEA
mABHD4 FP = inhibits mouse alpha/beta hydrolase domain 4. Q8VD66. purified mABHD4, FP-Rh probe fluorescence polarization. inhibition, % at 8.92 µM. 370,000 tested, 0.54% active. AID 720543;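 active means inhibition exceeding the mean over every tested compound plus 3 SD, cut at about 30% in these data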;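 further: 0% = plate median of compound wells and 100% = S159A mutant with DMSO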
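assay system = mABHD4 protein | compound dosing = single nominal dose of 8.92 µM, 0.89% DMSO final | read-out basis = percent inhibition of probe binding, normalized to plate controls | schedule = Enzyme–compound pre-incubation 45 min, then probe 60 min, both 25 °C | detection = fluorescence polarization, excitation 525 nm, emission 598 nm, BODIPY TMR filters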
LEDGF integ inh = blocks HIV-1 LEDGF/p75-dependent DNA integration; TR-FRET IN-LEDGF/p75 DNA integration, Eu/Cy5; AID 743269; 370,000 tested, 0.64% active; inhibition, % at 3.7 µM;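 active means inhibition above the screen-wide mean plus 3 SD, cut at about 13% in these data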;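 further: signal is the Cy5 over europium emission ratio at 671 and 618 nm; 0% = plate median of compound wells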
rCAG RNA binder = r(CAG) repeat RNA binding. TO-PRO-1 dye displacement fluorescence. inhibition, % at 3 µM. 370,000 tested, 1.3% active. AID 651821;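 active means inhibition above the plate cutoff, the mean of all test compounds on that plate plus 3 SD, cut at about 35% in these data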;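 further: 0% = DMSO alone and 100% = 100 µM mitoxantrone as full dye displacement; higher means more dye released from RNA so lower well fluorescence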
UHRF1 binding = human UHRF1 methylated DNA binding inhibitors | Q96T88 | UHRF1 binding to methylated oligo, TR-FRET | inhibition, % at 4.4 µM | 370,000 tested, 0.75% active; in the data active means inhibition above about 21%;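 further: UHRF1 SRA domain binding a hemimethylated CpG hairpin DNA probe; 0% = median of test compound wells and 100% = reference inhibitor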
Starred values were filed as active, the others as inactive; . = no result given.

SMILES | PRMT1 FP inh | TCR CD3 inh | PG9 Ab binder | NR1D1 modulator | HTRA1 inh | MBD2 DNA inh | mABHD4 FP | LEDGF integ inh | rCAG RNA binder | UHRF1 binding
NCCCCCC(=O)N/N=C/c1coc2ccccc2c1=O | -2.7 | -5.0 | -2.0 | -0.4 | -1.8 | -2.4 | 1.3 | -0.2 | -1.4 | 5.6
CCC/C=N/NC(=O)c1cc(-c2ccccc2)nc2ccccc12 | -2.0 | 2.0 | 2.4 | -5.0 | -9.6 | -9.2 | -10.8 | 1.2 | 5.6 | -2.1
CCOC(=O)c1cccc(-n2c(C)nc3ccccc3c2=O)c1 | 0.8 | 5.4 | -2.4 | -1.0 | 6.5 | 2.3 | -0.7 | -1.1 | -2.0 | 4.1
COc1ccc(-n2c(COc3ccc(C)cc3)nnc2SCC(N)=O)cc1 | -1.2 | 3.4 | -2.4 | 3.9 | -0.9 | -5.1 | 10.0 | -1.1 | -6.4 | -2.1
c1ccc(-c2csc(N3CCOCC3)n2)cc1 | -0.4 | 0.3 | -2.0 | -2.2 | 3.9 | 1.1 | 0.9 | -2.8 | -1.9 | -1.2
CCN1CCN(S(=O)(=O)c2ccc3c(c2)NC(=O)CS3)CC1 | 0.7 | 1.6 | -1.0 | -5.9 | 2.0 | 0.3 | 2.1 | -1.0 | 1.1 | 2.0
O=C(COC(=O)c1ccc2ncsc2c1)Nc1cc([N+](=O)[O-])ccc1Cl | 5.7 | 2.0 | 0.4 | 4.9 | -2.5 | 2.8 | -1.3 | -1.1 | 10.7 | -4.4
Cc1cccc(C)c1OCc1cc(C(=O)N2CCC(c3ccccc3)CC2)no1 | -1.2 | 13.9 | 1.4 | 0.4 | -27.8 | -4.9 | -5.0 | -0.1 | 1.8 | -0.5
Cn1c(CCNC(=O)c2ccc(F)cc2)nc2ccccc21 | -2.8 | 4.5 | 1.1 | -3.5 | -2.5 | 1.1 | 3.4 | -0.1 | -6.2 | 2.9
O=c1[nH]n(-c2ncnc3c2cnn3-c2ccccc2)c(=O)c2ccccc12 | 1.7 | -3.6 | -0.4 | -6.9 | -9.8 | -0.4 | 10.8 | 6.0 | 5.7 | -2.3
COC(=O)[C@H](CCSC)NC(=O)Nc1cc(OC)cc(OC)c1 | -3.5 | -0.9 | -2.0 | 1.7 | 11.8 | -8.3 | -8.3 | 6.6 | -1.1 | -4.2
CCOc1ccc(-n2c(=O)cc(N3CCN(c4ccccc4)CC3)[nH]c2=O)cc1 | -3.9 | 11.8 | -2.9 | -3.9 | 6.0 | 1.7 | 3.3 | 0.0 | 4.0 | -0.6
Cc1ccc(NC(=O)CSCC#N)cc1Cl | 5.1 | -0.9 | -2.8 | -1.8 | 1.9 | 4.9 | -3.2 | 1.4 | 0.7 | -2.6
CCOc1ncccc1C(=O)Nc1ncc(C)s1 | -4.7 | 3.1 | 0.0 | -12.6 | 8.5 | -3.0 | 1.8 | 5.2 | -4.8 | -2.6
Cc1cc(/C=C2\SC(=S)N(Cc3ccco3)C2=O)c(C)n1-c1cccnc1 | -8.1 | 2.5 | -2.7 | 4.6 | -5.1 | -0.2 | -11.7 | 2.8 | -0.4 | -0.4
CCN(C[C@H]1[C@@H](c2ccc(C3=CCCC3)cc2)[C@H](CO)N1C(=O)c1cccnc1)S(=O)(=O)c1ccccc1[N+](=O)[O-] | -4.4 | . | . | -0.3 | . | 3.6 | 1.8 | 3.0 | 12.8 | -0.1
COC(=O)CSc1nsc(SCC(=O)OC)n1 | -1.0 | 4.2 | 0.2 | -2.3 | -3.8 | 0.9 | 0.6 | -3.1 | -1.6 | 1.4
Cc1c(Cc2ccccc2)c(=O)oc2c(C)c(OCC(=O)NCC3CCC(C(=O)O)CC3)ccc12 (stereo unspecified) | -6.4 | 3.0 | -0.6 | 5.3 | 4.9 | -6.3 | -7.4 | 3.3 | 8.9 | -1.6
CN(c1ccccc1)S(=O)(=O)c1ccc(Cl)c(C(=O)Nc2ccncc2)c1 | -2.7 | 4.2 | -1.4 | -1.9 | -7.2 | 0.2 | -6.2 | -1.7 | -1.4 | -1.6
NCCNc1cc(N2CCCC2)ccc1[N+](=O)[O-] | 1.4 | -7.6 | -4.5 | 4.2 | 2.4 | -26.3 | -3.9 | 0.5 | 9.4 | -23.3
Cc1ccc(C)c(N(C(=O)CCC(=O)Nc2cc(C)on2)C(C(=O)NC2CCCC2)c2ccco2)c1 (stereo unspecified) | -1.3 | -1.9 | 0.5 | 8.1 | 3.2 | 6.0 | 12.0 | 3.5 | -6.9 | -0.4
O=C(NCCCCc1ccccc1)C1CC(c2ccc(C(F)(F)F)cc2)=NO1 (stereo unspecified) | 2.1 | 4.4 | -0.3 | 5.3 | 3.6 | 2.4 | -8.7 | 2.1 | -2.1 | -2.6
CCOC(=O)N1CCC(NS(=O)(=O)c2ccccc2)CC1 | -4.1 | -9.1 | 0.7 | -1.1 | -2.0 | 1.0 | -3.5 | 3.3 | -4.8 | 13.6
COC(=O)CSc1nnc([C@H](Cc2ccccc2)NC(=O)OC(C)(C)C)o1 | 0.8 | -4.6 | 0.4 | -0.9 | -0.2 | -3.2 | -7.9 | 2.2 | -8.4 | 0.8
CCc1nc(N)c(C#N)c(-c2ccc(OC)c(OC)c2)c1C | 0.3 | 6.0 | 0.6 | 2.4 | -4.5 | -0.5 | -1.0 | -3.0 | -4.4 | 0.7
Cc1ccc(NC(=O)c2ccnc(C(C)(C)C)c2)cc1 | -2.5 | -1.4 | 0.6 | 2.0 | -8.0 | -2.0 | 5.1 | -0.8 | -3.5 | -4.2
CC(C)(C)n1ncc2c(=O)n(Cc3ccc(Cl)cc3Cl)cnc21 | -0.2 | -8.7 | -1.0 | 3.5 | -6.4 | 8.9 | -16.3 | 2.1 | 1.2 | 2.4
COc1cc(C(=O)NCCC(=O)NC(C)CCc2ccccc2)cc(OC)c1OC (stereo unspecified) | 0.2 | 2.2 | -4.2 | -0.1 | -4.1 | 4.4 | 2.1 | -1.5 | -7.4 | -0.7
CC(C)C(=O)Nc1cccc(C(=O)Nc2ccc(S(=O)(=O)N3CCOCC3)cc2)c1 | -3.3 | 8.1 | 0.7 | -2.5 | -14.8 | -1.9 | -5.1 | -2.5 | 0.8 | -1.5
O=C(NCc1ccccc1)[C@H]1CCCN1C(=O)[C@H]1CCCN1C(=O)c1ccc(Cl)cc1 | 0.2 | -7.9 | -2.0 | 8.0 | . | 0.7 | 2.4 | 1.4 | 0.3 | 3.4
Cc1ccc(S(=O)(=O)NCCn2cnc([N+](=O)[O-])n2)cc1 | -0.5 | -6.0 | 3.8 | -2.1 | 2.0 | 2.6 | 5.0 | -2.9 | 0.0 | -1.6
CC(C)C(=O)N1CCC(n2nccc2NC(=O)CCOc2ccccc2)CC1 | 3.3 | -3.5 | -0.5 | -3.2 | 5.1 | 1.8 | 1.7 | 0.2 | -4.5 | 1.3
Cc1ccc(CNC(=O)C2CCC(CNS(=O)(=O)c3cccc4cccnc34)CC2)cc1 (stereo unspecified) | -4.9 | 2.4 | -2.4 | -6.2 | -0.3 | -5.0 | -5.7 | 2.1 | -5.3 | -1.6
CN1C(=O)CSC1=Nc1cccc(Cl)c1 | 0.1 | -2.2 | -0.9 | 7.6 | -7.2 | -0.5 | -5.5 | 1.2 | -1.9 | -0.6
COCCCNS(=O)(=O)c1ccc(S(=O)(=O)N2CCCC2)cc1 | 4.6 | -2.7 | 3.3 | 4.5 | -1.5 | 0.8 | 1.5 | 1.4 | 1.9 | -0.1
COc1ccc(C=O)cc1Cn1c(=O)n(CCC(=O)NCc2ccco2)c(=O)c2sccc21 | -3.2 | 3.4 | 14.1* | -4.2 | 6.5 | -2.1 | -3.7 | -1.9 | -0.9 | -0.5
CC(=O)Nc1ccccc1OCc1cnc(Cl)s1 | 2.7 | 3.0 | 0.7 | 2.6 | -5.0 | 0.1 | -0.9 | -0.3 | 0.5 | 0.1
COc1ccc(C(=O)NCc2nnc(SCC(=O)Nc3nc4ccc(C)cc4s3)o2)cc1OC | 11.6 | -7.8 | 1.2 | -3.8 | -0.1 | 1.6 | 11.8 | -9.3 | 12.8 | 1.7
CC1CCCCN1S(=O)(=O)c1ccc(S(=O)(=O)N(CC(=O)Nc2ccccc2)Cc2cccs2)cc1 (stereo unspecified) | -1.2 | -5.3 | -0.8 | 2.6 | 1.5 | -1.6 | -4.4 | 2.2 | 2.5 | 3.0
Cc1occc1C(=O)Nc1ccc(Br)cc1F | 0.4 | 2.4 | 0.0 | 5.5 | 0.6 | 0.9 | -4.3 | 1.3 | 5.0 | 2.1
CCCCCN1CCCCC(NC(=O)c2ccc(F)c(F)c2)C1=O (stereo unspecified) | 3.1 | . | . | 1.9 | . | 0.6 | 2.5 | -0.9 | -2.2 | -1.1
O=C(COC(=O)/C=C/c1cn(-c2ccccc2)nc1-c1cccnc1)Nc1ccc(Cl)cc1Cl | -2.3 | 5.8 | -1.7 | -0.1 | -23.1 | -1.3 | -2.4 | 1.1 | 7.9 | 3.1
CCNc1nc(NC(N)=S)nc(NC(C)(C)C)n1 | 6.1 | -7.5 | 0.5 | 3.8 | -7.4 | 1.4 | 4.1 | 1.6 | -1.1 | 0.1
COC(=O)[C@@H]1C[C@@]2(O)[C@H](O)[C@H](O)[C@H](O)C[C@H]2N1CC1CC1 | -2.3 | -1.9 | -0.7 | -6.3 | -5.1 | -2.5 | -4.4 | -1.3 | -1.0 | 1.6
O=C(O)c1ccc(NS(=O)(=O)c2cccc(C(=O)Nc3ccc(Br)cc3)c2)cc1 | 1.4 | 0.7 | -0.1 | -5.5 | -0.7 | 1.5 | -18.7 | -4.4 | 13.4 | -1.1
O=C(CCNC(=O)c1ccco1)Nc1ccc(N2CCOCC2)cc1 | -1.5 | -4.8 | -1.4 | 1.1 | 3.6 | -6.4 | -3.3 | -0.1 | -0.9 | 1.7
Cc1nn2c(C(F)(F)F)cc(-c3ccc(Cl)cc3)nc2c1C(=O)N1CCOCC1 | -2.4 | 1.8 | 1.5 | -6.6 | -4.6 | 0.6 | -4.6 | -1.5 | 1.3 | 3.4
CN(c1ccccc1)S(=O)(=O)c1ccc(-c2ccccc2)cc1 | -2.6 | -9.7 | 0.3 | 11.2 | -21.9 | 5.3 | -9.9 | 1.2 | -2.4 | -0.8
COC(=O)C1CCN(S(=O)(=O)CCNC(=O)c2ccc3c(c2)OCO3)CC1 | 2.3 | -3.1 | 1.1 | 3.9 | 2.2 | 3.8 | 9.1 | -1.6 | -3.8 | 2.1
c1ccc(CCc2nc(-c3ccncc3)no2)cc1 | 3.9 | 4.4 | 1.3 | 5.2 | -5.2 | -2.0 | 3.5 | -2.6 | 1.1 | 4.6
Cc1nn(C(C)C(=O)NCC2CCCO2)c(=O)c2c1sc1ccccc12 (stereo unspecified) | 3.9 | -0.5 | -0.5 | -0.8 | 4.5 | 2.6 | -4.2 | -0.1 | 0.3 | -1.2
Cc1ccc(-n2c([S-])c(C(=O)Nc3ccc(OC(F)F)cc3)[n+]3ccc(C(=O)NCCO)cc23)cc1C | 3.1 | -3.5 | 0.3 | 7.3 | -16.4 | -4.0 | -5.0 | -3.1 | 7.6 | -1.8

Assay outcomes (PubChem)

This is a subset. The share of hits here may be higher or lower than overall.
